Bioassay records as filed in PubChem BioAssay.
HSF1 inhib: HSF1 inhibitors in luciferase reporter cells, primary screen, cell-based, NIH3T3, luminescence | hit rate 0.77% among 300,000 | AID 2098, 2009 | activity change, negative = inhibition, % at 7.5 µM (by protocol) | NIH3T3-HGL HSE-luciferase, MG132-induced, luminescence 8 h; hits give low values;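 active = more than half of replicate wells show activity change below -50%, luminescence cut by over half; inconclusive = some wells, but at most half, below -50%; inactive = no replicate well below -50%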;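 note: luciferase reports HSF-1 transcriptional activity via heat shock element; 0% = median of DMSO wells and -100% = zero luminescence signal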
HSF-1 act: HSF-1 activators, primary screen, NIH3T3-HGL cells, MG132 stress, luminescence, single point | NIH3T3-HGL HSF-1 luciferase reporter, 8 h; 100% = twice DMSO control signal | activation, % at 9 µM | hit rate 1.7% among 300,000;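 active = mean replicate activation of at least 50% with a set share of replicates each reaching 50%; inconclusive = only one of those two conditions met; inactive = mean below 50% and too few replicates reaching it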;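 note: 0% = median of the neutral control wells and 100% = twice that signal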
aSyn 5UTR inh: MLPCN primary screen, SNCA 5' untranslated region | alpha-synuclein 5'UTR reporter, inhibitor activity | inhibition, % (tested at 7.5 µM) | hit rate 0.82% among 300,000; in the data active = inhibition above about 60%; inconclusive = no clear call, values can overlap the other calls;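 note: H4 neuroglioblastoma cells stably carrying SNCA 5'UTR luciferase fusion; 0% = DMSO wells and 100% = positive control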
AI-2 QS mod: Vibrio harveyi AI-2 quorum sensing modulators, primary screen, JMH597 strain, luminescence/OD600 ratio; activity change, % at 7.5 µM; hit rate 0.4% among 300,000; AID 2094, 2009; Vibrio harveyi JMH597 AI-2 luminescence/OD600 ratio, 9 h; hits give low values; strain lacks LuxN and CqsS sensors; 0 = neutral-control median; in the data active = activity change below about -75%, passing the limit was not always enough; inconclusive = no clear call, values can overlap the other calls;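 note: luminescence divided by OD600 gain over 9 h not by final OD600 alone; inactives centre near 13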
GSK3A inh: blockers of GSK3A enzyme activity – biochemical, luminescence, cell-free homogeneous, HTS, primary screen | hit rate 0.1% among 320,000 | inhibition, % at 10 µM | AID 2650, 2010 | Glycogen synthase kinase-3 alpha (Homo sapiens), P49840 | GSK-3 alpha kinase, ADP-Glo luminescence, 60 min;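 in the data active = inhibition above about 50%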;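 note: GST-tagged GSK-3 alpha with peptide substrate and 25 µM ATP; 0% = DMSO neutral wells and 100% = GW8510 positive control wells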
Target sequence (P49840 whole entry, looked up): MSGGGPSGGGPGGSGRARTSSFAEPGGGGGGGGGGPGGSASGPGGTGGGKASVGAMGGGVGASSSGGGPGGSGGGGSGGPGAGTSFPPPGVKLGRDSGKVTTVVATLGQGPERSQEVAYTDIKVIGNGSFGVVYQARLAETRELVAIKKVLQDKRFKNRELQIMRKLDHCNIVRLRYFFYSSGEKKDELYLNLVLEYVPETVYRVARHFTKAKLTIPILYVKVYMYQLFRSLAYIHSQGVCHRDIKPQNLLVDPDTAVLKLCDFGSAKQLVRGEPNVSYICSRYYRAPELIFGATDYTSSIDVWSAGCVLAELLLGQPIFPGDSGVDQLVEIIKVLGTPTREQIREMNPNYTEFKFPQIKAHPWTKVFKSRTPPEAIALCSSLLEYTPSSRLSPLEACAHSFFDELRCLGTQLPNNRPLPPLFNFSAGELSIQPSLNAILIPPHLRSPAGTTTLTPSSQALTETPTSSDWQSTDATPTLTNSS
PolyA inh: polyadenylation inhibitors in yeast reporter cells, primary screen, luminescence, S. cerevisiae; S. cerevisiae SKY197-pL101 polyadenylation reporter, beta-gal luminescence; efflux-impaired pdr1/pdr3 knockout yeast; score 100 = 6 SD above DMSO; calls only at 12 µM; hit rate 0.02% among 300,000; AID 1875, 2009;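 active = lowest replicate activity score at least 50, where 100 means six control SD above control mean; inconclusive = lowest score under 50 but half or more replicates reach 50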;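 note: yeast exposed to compound for 9 h at 30 °C; higher score means more reporter readthrough which indicates perturbed polyadenylation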
IEC-6 tox: cytotoxicity in IEC-6 intestinal epithelial cells, primary screen, cytotoxicity control for KLF5 inhibitor project, cell-based, luminescence | IEC-6 cytotoxicity, luminescence viability | inhibition, % at 5 µM | hit rate 0.78% among 290,000 | AID 1825, 2009; in the data active = inhibition above about 22%;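 note: 0% = plate median of test compound wells and 100% = cytotoxic reference compound wells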
KLF5 inhibitor: KLF5 expression inhibitors, primary screen, DLD-1 cells, luminescence. DLD-1 KLF5 promoter-luciferase reporter. inhibition, % at 5 µM. hit rate 0.23% among 290,000;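 active = inhibition above a per-plate limit of that plate's mean compound inhibition plus 3 SD, cut at about 60% in these data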;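 note: 0% = DMSO wells and 100% = LY294002 at 200 µM; higher means less KLF5 promoter-driven luciferase light; inactives centre near -14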
HSP90 refold inh: HSP90 inhibitors, primary screen, cell lysate, luminescence | hit rate 0.91% among 290,000 | inhibition, % at 5.6 µM | Rabbit reticulocyte lysate, luciferase refolding luminescence, 3 h | Heat shock protein HSP 90 (rabbit reticulocyte lysate; luciferase refolding) | AID 1789, 2009;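 active = inhibition above the screen-wide mean plus 3 SD, computed separately per campaign, cut at about 16% in these data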;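 note: 0% = DMSO wells and 100% = 60 µM geldanamycin wells; inhibitors lower the luminescence because luciferase stays unfolded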
GSK3B inh: human GSK3beta kinase inhibitors, primary screen, biochemical, cell-free homogeneous, HTS. Glycogen synthase kinase-3 beta (Homo sapiens), P49841. GST-GSK3beta kinase, ADP-Glo luminescence, 60 min; hits give low values. activity score (negative = inhibition), % at 10 µM. hit rate 0.038% among 300,000. AID 2097, 2009;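 active = more than half of replicate wells score below -50%, meaning over 50% inhibition versus plate controls; inconclusive = some replicates but at most half score below -50%; inactive = no replicate scores below -50%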;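 note: 0% = median DMSO wells and -100% = median GW8510 positive control wells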
Target sequence (P49841 whole entry, looked up): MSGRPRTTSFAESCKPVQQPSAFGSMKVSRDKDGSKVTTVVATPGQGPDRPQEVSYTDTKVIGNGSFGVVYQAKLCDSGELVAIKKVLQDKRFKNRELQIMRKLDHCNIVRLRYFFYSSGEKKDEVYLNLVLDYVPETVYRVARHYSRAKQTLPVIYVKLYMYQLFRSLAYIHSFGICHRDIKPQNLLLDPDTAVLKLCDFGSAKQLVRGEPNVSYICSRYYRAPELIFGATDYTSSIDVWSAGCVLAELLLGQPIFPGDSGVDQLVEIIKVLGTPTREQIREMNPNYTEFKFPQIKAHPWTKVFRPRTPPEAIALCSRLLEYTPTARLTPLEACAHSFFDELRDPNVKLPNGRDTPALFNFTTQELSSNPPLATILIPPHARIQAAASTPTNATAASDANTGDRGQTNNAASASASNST
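Test system: GST-tagged human GSK3beta kinase, cell-free; evaluation: activity score scaled between in-plate DMSO and GW8510 controls; measured by: ADP-Glo luminescence; incubation: 60 min reaction, RT; benchmarks: DMSO and 20 µM GW8510; reagent: peptide substrate plus 25 µM ATP (final); medium: Tris/MgCl2 kinase buffer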
Starred values were filed as active, the others as inactive; i = inactive; u = inconclusive; x = no result given. Not all compounds are listed, so the mix of outcomes need not match the whole.

SMILES	HSF1 inhib	HSF-1 act	aSyn 5UTR inh	AI-2 QS mod	GSK3A inh	PolyA inh	IEC-6 tox	KLF5 inhibitor	HSP90 refold inh	GSK3B inh
Cc1ccc(NC2CCCN(C(=O)c3ccc(C)c(N4CCNC4=O)c3)C2)cc1C (stereo unspecified)	2	20	-12	8	0	i	-2	-53	2	1
CCOC(=O)c1cc2c(=O)n3ccccc3nc2n(Cc2ccco2)c1=NC(=O)c1ccc(OC)cc1OC	-2	-10	19	-10	-4	i	-10	-65	3	3
CCOc1ccc(CCNC(=O)COC(=O)c2ccc(OC(C)C)cc2)cc1OCC	-1	-2	9	-8	-1	i	x	x	x	2
COC(=O)C1=C(C(=O)OC)[C@@H]2Nc3ccccc3[C@@]23C[C@@H](C(=O)OC)N(C(=O)c2cccs2)C3=N1	-6	-6	-15	4	7	i	x	x	x	0
O=C(N=C1c2ccccc2CN1c1ccc(F)c(Cl)c1)c1cccnc1Cl	61	69*	-106	5	0	i	1	-37	1	3
Cc1cc(NC(=O)CSc2nnc(CNC(=O)c3ccc(C(C)(C)C)cc3)o2)no1	2	3	1	9	3	i	1	-13	3	-1
COc1ccccc1C(=O)NNC(=O)C(=O)N1CCCCC1	5	6	7	20	0	i	3	9	4	0
COC(=O)c1cccc(NC(=S)NCc2ccco2)c1	4	-1	-59	2	-2	i	7	-28	4	0
CC(=C/c1ccc(C(C)C)cc1)/C=N/NC(=O)Cn1nnnc1N	2	15	-53	6	0	i	2	1	0	0
CCOc1ccc(CCNC(=O)CN2C(=O)c3cccnc3Oc3ccc(C)cc32)cc1OCC	-11	-11	6	-10	-2	i	6	-2	-3	6
Cc1cc2nc(C)n(CCCNC(=O)Nc3ccc(F)cc3)c2cc1C	-1	7	-7	7	-1	i	0	0	2	1
COCC1CCCCN1C(=O)c1ccc(OC2CCN(CCc3ccccc3)CC2)cc1 (stereo unspecified)	-1	15	-15	12	-1	i	-9	-53	-1	11
COc1cc(C(=O)Oc2c(CN3CCOCC3)cc(Cl)c3cccnc23)cc(OC)c1OC	-23	-38	78*	15	1	i	6	0	0	5
Cc1ccc(NC(=O)Nc2cccc(F)c2)nc1	17	24	-176	3	-2	i	-2	-187	-3	0
O=C(c1ccc(=O)[nH]c1)N1CCN(S(=O)(=O)c2ccccc2)CC1	1	14	7	17	1	i	-1	-25	-3	-1
O=C(Nc1sc2c(c1C(=O)O)CCCC2)c1cccc(Cl)c1	15	1	-45	54	-5	i	2	-3	-4	-1
[O-]/C(=C(\C(=S)Nc1cccc2ccccc12)[n+]1ccccc1)c1ccc2c(c1)OCCO2	-23	-30	38	13	0	i	3	-4	9	-1
CCOc1cc(NC(=O)c2cccs2)c(OCC)cc1NC(=O)CCC(=O)NCCN1CCOCC1	-10	-22	-7	-1	1	i	-2	-20	-2	2
CN(Cc1ccccc1)C(=O)CN(c1ccccc1Cl)S(C)(=O)=O	-4	8	3	1	3	i	-2	-27	1	0
Cc1ccccc1CN1CCNC(=O)C1CC(=O)NCCN1CCCCC1=O (stereo unspecified)	-4	-1	-15	3	-2	i	3	-12	0	-2
CC1CCN(S(=O)(=O)c2ccc(C(=O)Nc3sccc3C(N)=O)cc2)CC1	3	6	-15	23	-2	i	-2	-13	-3	-1
CCOc1ccc(NC(=O)CN(C)C(=O)c2ccc(C3SCCS3)cc2)cc1OCC	1	2	21	x	-1	i	x	x	x	x
CCCc1c(O)nc(SCCN(CCC)CCC)[nH]c1=O	1	17	8	18	-2	i	2	5	-2	1
COc1cc(OC)c(NC(=O)CS(=O)(=O)Cc2nc(-c3ccc(C)cc3)oc2C)cc1Cl	1	-12	21	16	-4	i	1	-13	-2	1
Cc1ccc(-n2c(=S)[nH]c3nc4c(cc3c2=O)COC(C)(C)C4)cc1	u	-59	0	29	-5	i	4	-19	1	-3
O=C(CO/N=C/c1c(Cl)cccc1Cl)NNC(=O)c1ccc(Cl)cc1	0	5	-5	11	0	i	-4	-15	-2	4
O=c1[nH]c2cccnc2n1-c1cccc([N+](=O)[O-])c1	-8	-1	10	24	-3	i	6	-4	6	2
CCOc1ccc(N2CC(C(=O)Nc3ccc4c(c3)OCCO4)CC2=O)cc1 (stereo unspecified)	-65*	-67	-33	58	-1	i	4	0	6	3
Cc1ccc(-n2c(-c3cccnc3)n[nH]c2=S)c(C)c1	3	-1	12	-16	-3	i	3	-18	2	1
Brc1ccc(-c2nnc(-c3cccc(Br)c3)o2)cc1	10	30	-127	13	-2	i	-2	-8	-2	1
CCCNC(=O)C(=O)NCC(c1ccc2c(c1)OCO2)N1CCN(c2ccc(F)cc2)CC1 (stereo unspecified)	11	-2	-24	12	8	i	2	-51	3	6
CCCCC1=CC2=C(c3ccco3)C(=O)C(C)(OC(=O)c3ccc(OC)cc3)C(=O)C2=CN1c1ccccc1 (stereo unspecified)	5	8	32	26	2	i	x	x	x	-2
CN(C)c1ccc(C(CNC(=O)Cc2cccc3ccccc23)N(C)C)cc1 (stereo unspecified)	4	6	1	20	-1	i	-6	-17	-5	-1
Cc1ccc(C(=O)CN2C(=O)NC3(CCCCCC3)C2=O)c(C)c1	17	44	-132	10	5	i	x	x	x	4
CC(Oc1ccc(Br)cc1)C(=O)NCC(C)(C)N1CCOCC1 (stereo unspecified)	17	18	-11	17	4	i	x	x	x	0
Cc1cc(C)c2c(c1)-c1cc(C)nn1C(c1ccc3c(c1)OCO3)N2 (stereo unspecified)	-4	-13	19	23	1	i	0	9	-1	-1
COc1cccc(Nc2nc(-c3sc(NC(=O)c4ccco4)nc3C)cs2)c1	-2	1	25	13	x	i	6	-28	14	-4
O=C(/C=C/c1ccco1)Nc1ccc(Oc2ccc(Cl)cc2)cc1	15	25	-203	29	2	i	3	-3	-1	-1
O=C(N1CCOCC1)N(Cc1ccccc1)c1ccccn1	2	1	-13	26	1	i	4	10	3	1
COc1ccc(OCC(=O)Nc2cccc(NC(=O)COc3ccc(OC)cc3)n2)cc1	-12	-5	-136	11	0	x	3	-22	1	0
CN(C)N1C(N)=C(C#N)C(c2cccnc2)C2=C1CC(C)(C)CC2=O (stereo unspecified)	-3	0	-19	36	14	i	2	-16	-1	-7
CCOc1cccc(NCc2cc3c(C(C)(C)C)nn(-c4ccccc4)c3[nH]c2=O)c1	4	-7	43	25	2	i	1	-42	0	3
CCN(CC)S(=O)(=O)c1ccc(N/N=C/c2ccc(O)cc2)nc1	17	18	-15	36	-2	i	7	-4	-4	2
CC(=O)c1c(C)[nH]c(C(=O)OCc2ccccc2F)c1C	14	10	-101	11	-1	i	6	-60	2	-1
COC(=O)C1=C(CSc2nncn2C)NC(=O)NC1c1cc(C)ccc1C (stereo unspecified)	3	15	13	17	0	i	-4	-46	-7	1
CC(C)(Cl)C1Cc2cc3ccc(=O)oc3cc2O1 (stereo unspecified)	8	20	-40	26	1	i	-4	-59	0	4
O=C(NCCc1nc(-c2ccccc2)no1)c1ccco1	-5	-9	11	-30	-1	i	x	x	x	2
O=C(CNC(=O)c1ccco1)N/N=C/c1c[nH]c2ccccc12	-1	8	-24	-8	1	i	-5	-23	-3	0
C=CCn1c(SCC(=O)CC(=O)OCC)nc2cc(C(=O)N3CCC(C(N)=O)CC3)ccc2c1=O	-6	9	-30	2	-4	i	-1	-4	-1	-1
O=C(CSc1nc2c(cnn2-c2ccc(F)cc2)c(=O)[nH]1)Nc1nccs1	4	-2	2	12	-1	i	-7	-12	3	-3
C=C(C)CSc1nnc2n(C)c(=O)c3c4c(sc3n12)CCC4	5	5	2	-1	-1	i	1	-7	0	1
O=C(NCc1ccccc1)c1ccc2c(c1)C(=O)N(Cc1cccnc1)C2=O	0	6	-3	16	x	i	-6	-22	-6	2
Cc1ccc(C(=O)CSc2nc(N)cc(=O)[nH]2)cc1	-9	-5	19	22	3	i	-1	-8	2	3
O=C(Nc1nnc(C2CC2)o1)c1ccc(S(=O)(=O)N2CCc3ccccc3C2)cc1	3	1	0	43	-1	i	0	-17	-2	5
COC(=O)c1ccc(C(=O)OC)c(NC(=O)CN(C)Cc2cccc(Cl)c2Cl)c1	2	-2	43	18	0	i	0	2	0	1
Cc1ccc(S(=O)(=O)n2nc(OC(=O)c3ccccc3F)cc2N)cc1	-5	12	-5	14	0	i	-7	-15	-3	-1
CCOC(=O)CNC(=O)CSc1nnc(NC(=O)c2ccc(C)cc2)s1	-2	6	74*	38	0	i	5	-41	4	0
CSc1nc2ccc(Cl)cc2[nH]1	-8	0	-50	32	2	i	-6	-40	-3	-8
Cc1ccc(-c2nc(C(Cl)Cl)c3ccccc3n2)cc1	-4	-4	93*	13	-1	i	87*	16	0	7
Cc1cccc(N2CCN(C(=O)c3csc4ccccc34)CC2C)c1 (stereo unspecified)	22	36	29	10	-1	i	8	-7	1	-32
Remaining list, next part:
SMILES	HSF1 inhib	HSF-1 act	aSyn 5UTR inh	AI-2 QS mod	GSK3A inh	PolyA inh	IEC-6 tox	KLF5 inhibitor	HSP90 refold inh	GSK3B inh
COC(=O)c1cc(C(=O)NCc2ccc3c(c2)OCO3)cc([N+](=O)[O-])c1	-2	17	-11	18	-3	i	1	-38	1	0
O=C(NCSC1=NCCS1)c1ccccc1	5	-5	15	28	1	i	-5	-10	-3	-6
Cc1oc(C(N)=O)cc1COc1ccc(C(N)=O)cc1	-9	10	-25	7	-3	i	0	-25	-5	1
CC(NC(=O)c1ccc(Br)o1)C1CCCO1 (stereo unspecified)	-3	3	-6	12	-2	i	-3	-24	0	4
CCCC1CCc2c(sc(N)c2C(N)=O)C1 (stereo unspecified)	-3	3	-15	24	11	i	1	-4	0	2
CCC1CCCCN1C(=O)/C=C/c1ccc2c(c1)OCO2 (stereo unspecified)	-1	9	2	18	2	i	-5	-19	-4	-8
COc1ccccc1N1CCN(/N=C/c2cc(OC)c(OC)c(OC)c2)CC1	2	15	5	-5	-1	i	-2	-58	-4	0
COc1cc2c(cc1OC)C(C(=O)N1CCCC1)C(c1ccccc1F)N(C)C2=O (stereo unspecified)	-3	-24	1	-1	-2	i	3	14	-1	0
CC(Nc1nc(C(F)(F)F)nc2ccccc12)c1cccs1 (stereo unspecified)	-18	0	47	18	0	i	2	-16	5	-1
C=CCNCCCOc1ccc(Cl)cc1C(C)(C)C	-8	-24	25	15	6	i	-5	11	2	-1
